C-LANA FP: inhibitors of KSHV C-LANA binding to DNA, primary screen, biochemical, fluorescence polarization, FAM-LBS DNA, MBP-C-LANA, single point. actives 0.078% (n = 340,000). inhibition, % at 9 µM. Kaposi's sarcoma herpesvirus LANA C-terminal domain (residues 932-1162) DNA binding;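 active means highest replicate inhibition at or above 60% at 9 µM, even if other replicates fall short; inactive means all replicates below 60% inhibition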;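 further: 0% = neutral control wells and 100% = 4 µM acridine orange control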
Keap1 Nrf2 FP: Keap1-Nrf2 protein-protein interaction inhibitors, primary screen, biochemical, fluorescence polarization, single point | Keap1 Kelch-Nrf2 peptide fluorescence polarization, 1536-well | inhibition, % at 9.4 µM | Kelch-like ECH-associated protein 1 (Homo sapiens), Q14145 | AID 504523, 2011 | actives 0.15% (n = 340,000); in the data active means inhibition above about 12%;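 further: human Keap1 Kelch domain with fluorescein labeled Nrf2 9mer peptide probe; 0% = neutral control wells and 100% = peptide positive control; higher means more block of Keap1 binding to Nrf2 peptide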
Target sequence (Q14145 whole entry, looked up, the tested form may be a part): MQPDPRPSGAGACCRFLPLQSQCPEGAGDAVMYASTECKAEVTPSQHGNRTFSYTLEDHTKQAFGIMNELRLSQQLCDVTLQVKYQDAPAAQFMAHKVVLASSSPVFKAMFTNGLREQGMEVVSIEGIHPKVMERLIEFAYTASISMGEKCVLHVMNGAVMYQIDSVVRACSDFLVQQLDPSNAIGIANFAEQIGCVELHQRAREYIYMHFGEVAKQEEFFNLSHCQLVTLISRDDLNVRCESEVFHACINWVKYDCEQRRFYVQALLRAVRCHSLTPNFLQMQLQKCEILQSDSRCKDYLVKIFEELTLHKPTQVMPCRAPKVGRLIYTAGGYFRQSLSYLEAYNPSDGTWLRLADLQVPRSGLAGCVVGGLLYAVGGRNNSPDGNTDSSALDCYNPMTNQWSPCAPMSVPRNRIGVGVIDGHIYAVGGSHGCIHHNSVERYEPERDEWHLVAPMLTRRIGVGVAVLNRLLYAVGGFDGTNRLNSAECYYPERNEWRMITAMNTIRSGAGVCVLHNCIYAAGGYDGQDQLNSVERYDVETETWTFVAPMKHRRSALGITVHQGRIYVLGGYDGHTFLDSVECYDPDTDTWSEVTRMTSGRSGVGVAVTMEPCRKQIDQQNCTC
Pemphigus Ab inh: inhibitors of pemphigus antibody binding to DSG3, primary screen, biochemical, bead-based, flow cytometry, scFv-GFP. actives 0.48% (n = 310,000). DSG3-coupled beads, scFv-anti-DSG3-GFP binding; hits give low values. AID 588358, 2011. binding (percent of control), % at 10 µM;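 active means binding more than 3 SD below its plate's average and above zero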;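 further: hits lower antibody fragment binding to DSG3; some compounds called inactive have numbers as strong as hits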
V-ATPase pH: regulators of yeast V-ATPase proton pumping, primary screen, pHLuorin cytosolic pH fluorescence. AID 504577, 2011. actives 0.37% (n = 350,000). response, % at 10 µM. S. cerevisiae; in the data active means response mostly above about 7.3%, no sharp cut-off; inactive means mostly below about 5.4%; further: actives read high; inactives centre near 0; some compounds called inactive have numbers as strong as hits; reference of the scale not given here
NSD2 inh: NSD2 histone methyltransferase inhibitors, primary screen, biochemical, AlphaScreen, single concentration, set 2; Histone-lysine N-methyltransferase NSD2 (Homo sapiens), O96028; NSD2 peptide methylation, 120 min; AID 743445, 2014; actives 0.54% (n = 310,000); inhibition, % at 12.5 µM; in the data active means inhibition above about 50%
Arr AP2 block: inhibitors of beta-arrestin/AP2 binding, primary screen, biochemical, GPCR trafficking, flow cytometry; beta-arrestin 1 C-terminal peptide binding to AP2 beta2-adaptin appendage (human); FITC-arrestin peptide / GST-AP2 beads; AP2 beta2 appendage carries R879A mutation; inhibition, % at 10 µM; actives 0.31% (n = 340,000);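 active means inhibition above a set limit, near 3 SD of compounds lacking own fluorescence, cut at about 54% in these data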;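 further: plate controls were DMSO wells for no effect and 5 µM unlabelled arrestin peptide for full effect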
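Material – GST-tagged AP2 beta2-adaptin appendage (R879A) on 4 µm glutathione beads · Probe or stimulus – fluorescein-tagged arrestin peptide at 50 nM final · Timing – 12 min plus 1 h, RT · Detection – bead flow cytometry, FITC channel · Read-out basis – inhibition as reduced fluorescein signal on beads, percent · Medium – PBS plus Tween 20 (0.05%) and BSA (0.1%)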
Cardiac RTF inh: cardiac RTF calcium sensitivity inhibitors, primary screen, biochemical, IANBD-TnC fluorescence, EC70 calcium | Troponin I, cardiac muscle (Homo sapiens) + Troponin T, cardiac muscle (Homo sapiens) + … | inhibition, % at 7.15 µM | actives 0.12% (n = 340,000) | IANBD-labeled cardiac RTF, Ca2+ fluorescence;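 active means inhibition above the mean inhibition of all tested compounds plus 3 SD, cut at about 17% in these data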;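 further: assay run at fixed EC70 calcium of 1.6 mM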
DAGLB inh: DAGLB lipase inhibitors, primary screen, biochemical, fluorescence, HTS; HEK293T DAGLB membrane lysate, EnzChek fluorogenic substrate; inhibition, % at 5.17 µM; actives 0.059% (n = 340,000); AID 504411, 2011; in the data active means inhibition above about 34%;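 further: 0% = enzyme with vehicle and 100% = wells lacking enzyme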
CAL PDZ FP-1: CAL PDZ peptide-binding inhibitors, primary screen, biochemical, fluorescence polarization, Cer-tagged CAL PDZ, HTS; inhibition, % at 20 µM; purified CAL PDZ, TMR-peptide fluorescence polarization, 1 h; actives 0.02% (n = 330,000); AID 504414, 2011;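 active means highest replicate inhibition of at least 40%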;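 further: plate controls were DMSO neutral control wells for no effect and unlabeled competitor peptide control wells for full effect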
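System: tagged CAL PDZ domain. Schedule: 1 h room-temperature incubation prior to read. Signal: fluorescence polarization (mP). Measure: percent inhibition from loss of millipolarization.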
CAL PDZ FP-2: untagged CAL PDZ binding inhibitors, primary screen, biochemical, fluorescence polarization, HTS. AID 602252, 2012. inhibition, % at 24.9 µM. Golgi-associated PDZ and coiled-coil motif-containing protein (Homo sapiens), Q9HD26. actives 0.92% (n = 300,000). purified CAL PDZ, TMR-peptide fluorescence polarization, 1 h;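 active means mean inhibition of at least 30% with at least half of replicates also reaching 30%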;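 further: 0% = DMSO neutral control and 100% = excess unlabeled competitor peptide PRC23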
Starred values were filed as active, the others as inactive.

Screening O=C(O)CCN1C(=O)/C(=C2\C(=O)N(Cc3ccccc3Cl)c3ccccc32)SC1=S returned C-LANA FP -2.4, Keap1 Nrf2 FP -2, Pemphigus Ab inh 93, V-ATPase pH 0, NSD2 inh 5, Arr AP2 block 10, Cardiac RTF inh -6, DAGLB inh -2, CAL PDZ FP-1 -1.2 and CAL PDZ FP-2 3.
Screening CC(=O)NC(CC(=O)NCCOc1ccccc1F)c1ccccc1 (centres undefined) returned C-LANA FP 0.1, Keap1 Nrf2 FP 0, Pemphigus Ab inh 93, V-ATPase pH 1, NSD2 inh 7, Arr AP2 block -13, Cardiac RTF inh -10, DAGLB inh -1, CAL PDZ FP-1 -5.6 and CAL PDZ FP-2 -1.
For COc1ccc(C(=O)Nc2c(Cl)cc(Cl)cc2C(=O)NCc2ccco2)cc1 the results were C-LANA FP 0.3, Keap1 Nrf2 FP 0, V-ATPase pH -2, NSD2 inh 0, Arr AP2 block -13, Cardiac RTF inh -4, DAGLB inh 1, CAL PDZ FP-1 -0.9 and CAL PDZ FP-2 -11.
Screening Cc1cc(NC(=O)CCN2C(=O)/C(=C\c3ccccc3)SC2=S)no1 returned C-LANA FP 1.2, Keap1 Nrf2 FP -3, Pemphigus Ab inh 93, V-ATPase pH -3, Arr AP2 block 8, Cardiac RTF inh 9, DAGLB inh 1, CAL PDZ FP-1 0.8 and CAL PDZ FP-2 -4.
`CCOC(=O)C1=C(CSc2nc3c(cc2C#N)CN(C)CC3)OC(N)=C(C#N)C1c1ccc(F)cc1` (centres undefined) gave C-LANA FP 7.6, Keap1 Nrf2 FP -5, Pemphigus Ab inh 100, V-ATPase pH -2, NSD2 inh 16, Arr AP2 block -12, Cardiac RTF inh -15, DAGLB inh 0, CAL PDZ FP-1 -0.6 and CAL PDZ FP-2 -2.
`Cc1cccc(C)c1N1C(=O)c2cccc([N+](=O)[O-])c2C1=O` gave C-LANA FP 1.3, Keap1 Nrf2 FP 2, Pemphigus Ab inh 113, V-ATPase pH 2, NSD2 inh 0, Arr AP2 block 17, Cardiac RTF inh 2, DAGLB inh 2, CAL PDZ FP-1 1.0 and CAL PDZ FP-2 -3.
`COc1cc(OC)cc(-c2nc(-c3cc4cc(C)ccc4nc3OC)no2)c1` gave C-LANA FP -0.3, Keap1 Nrf2 FP 3, Pemphigus Ab inh 100, V-ATPase pH -7, NSD2 inh -2, Arr AP2 block 1, Cardiac RTF inh -4, DAGLB inh -3 and CAL PDZ FP-2 -3.
For C#CC[N+](C)(C)CC#Cc1ccccc1 the results were C-LANA FP -0.3, Keap1 Nrf2 FP -4, Pemphigus Ab inh 101, V-ATPase pH 4, NSD2 inh 2, Arr AP2 block 10, Cardiac RTF inh -7, DAGLB inh 0 and CAL PDZ FP-2 -1.
For Cc1cccc(N(Cc2ccccc2)C(=O)c2ccc(S(C)(=O)=O)cc2)c1 the results were C-LANA FP 1.8, Keap1 Nrf2 FP 3, Pemphigus Ab inh 137, V-ATPase pH 3, NSD2 inh -2, Arr AP2 block 2, Cardiac RTF inh -6, DAGLB inh -2, CAL PDZ FP-1 -1.7 and CAL PDZ FP-2 0.
For O=C(Nc1ccccc1C(=O)O)c1ccc(NC(=O)C2CC2)cc1 the results were C-LANA FP -0.7, Keap1 Nrf2 FP 0, V-ATPase pH 9, NSD2 inh 0, Arr AP2 block 40, Cardiac RTF inh 2, DAGLB inh -1, CAL PDZ FP-1 -5.5 and CAL PDZ FP-2 -10.
For CCc1ccc(OCC(=O)NCc2ccco2)c(Br)c1 the results were C-LANA FP 1.3, Keap1 Nrf2 FP -5, Pemphigus Ab inh 81, V-ATPase pH 1, NSD2 inh 4, Arr AP2 block 3, Cardiac RTF inh 1, DAGLB inh -10, CAL PDZ FP-1 -2.1 and CAL PDZ FP-2 -4.
Cc1nc2sc(C(c3ccco3)N3CCC(C)CC3)c(O)n2n1 (centres undefined) was read as C-LANA FP 0.3, Keap1 Nrf2 FP 0, Pemphigus Ab inh 100, V-ATPase pH 2, Arr AP2 block -4, Cardiac RTF inh -8, DAGLB inh 0, CAL PDZ FP-1 0.4 and CAL PDZ FP-2 -1.
COc1ccc(Cl)cc1S(=O)(=O)N1CCN(C(=O)c2n[nH]c(=O)c3ccccc23)CC1 was read as C-LANA FP 2.0, Keap1 Nrf2 FP -2, V-ATPase pH 1, NSD2 inh 0, Arr AP2 block -19, Cardiac RTF inh 0, DAGLB inh -2, CAL PDZ FP-1 0.7 and CAL PDZ FP-2 1.
Screening Cc1ccccc1-c1nc2ccccc2c(=O)n1/N=C/c1ccccc1[N+](=O)[O-] returned C-LANA FP 0.5, Keap1 Nrf2 FP 0, V-ATPase pH -3, NSD2 inh 5, Arr AP2 block 25, Cardiac RTF inh -4, DAGLB inh 0, CAL PDZ FP-1 -0.3 and CAL PDZ FP-2 3.
`COC(=O)CSc1ccc2nnc(CCNS(=O)(=O)c3ccccc3)n2n1` gave C-LANA FP -0.9, Keap1 Nrf2 FP -2, Pemphigus Ab inh 99, V-ATPase pH -1, NSD2 inh -2, Arr AP2 block -25, Cardiac RTF inh -3, DAGLB inh 1, CAL PDZ FP-1 -0.9 and CAL PDZ FP-2 5.
Cn1nnc(NC(=S)NC(=O)c2ccc(-c3ccc(Br)cc3)o2)n1 was read as C-LANA FP 2.4, Keap1 Nrf2 FP -5, Pemphigus Ab inh 104, V-ATPase pH -1, NSD2 inh 1, Arr AP2 block 6, Cardiac RTF inh 7, DAGLB inh 4, CAL PDZ FP-1 0.7 and CAL PDZ FP-2 -1.
`Cc1ccsc1C(=O)OCC(=O)NCc1ccc(Cl)cc1` gave C-LANA FP 1.5, Keap1 Nrf2 FP 0, Pemphigus Ab inh 112, V-ATPase pH -1, NSD2 inh -1, Arr AP2 block 9, Cardiac RTF inh -4, DAGLB inh -7, CAL PDZ FP-1 -1.7 and CAL PDZ FP-2 -3.
Screening COc1cccc(CNC(=O)CCC2CCCN(C(=O)c3cccc(Cl)c3)C2)c1 (centres undefined) returned C-LANA FP -0.8, Keap1 Nrf2 FP 3, Pemphigus Ab inh 104, V-ATPase pH 1, Arr AP2 block 13, Cardiac RTF inh 11, DAGLB inh -3, CAL PDZ FP-1 -0.4 and CAL PDZ FP-2 -8.
`O=C(Nc1nnc(C2CC2)o1)c1ccc(S(=O)(=O)N2CCCCC2)cc1` gave C-LANA FP -0.3, Keap1 Nrf2 FP -2, Pemphigus Ab inh 113, V-ATPase pH -4, NSD2 inh 1, Arr AP2 block -9, Cardiac RTF inh 9, DAGLB inh 2, CAL PDZ FP-1 -2.3 and CAL PDZ FP-2 -4.
CCOC(=O)c1sc(=S)n(C)c1C was read as C-LANA FP -0.2, Keap1 Nrf2 FP -2, Pemphigus Ab inh 100, V-ATPase pH 2, NSD2 inh -1, Arr AP2 block -1, Cardiac RTF inh 2, DAGLB inh 0, CAL PDZ FP-1 -2.1 and CAL PDZ FP-2 -1.

The last two entries of the part before lead into the next:
`O=C(Nc1nnc(C2CC2)o1)c1ccc(S(=O)(=O)N2CCCCC2)cc1` gave C-LANA FP -0.3, Keap1 Nrf2 FP -2, Pemphigus Ab inh 113, V-ATPase pH -4, NSD2 inh 1, Arr AP2 block -9, Cardiac RTF inh 9, DAGLB inh 2, CAL PDZ FP-1 -2.3 and CAL PDZ FP-2 -4.
CCOC(=O)c1sc(=S)n(C)c1C was read as C-LANA FP -0.2, Keap1 Nrf2 FP -2, Pemphigus Ab inh 100, V-ATPase pH 2, NSD2 inh -1, Arr AP2 block -1, Cardiac RTF inh 2, DAGLB inh 0, CAL PDZ FP-1 -2.1 and CAL PDZ FP-2 -1.
`O=C(/C=C/c1ccco1)Nc1scc(-c2ccccc2)c1C(=O)O` gave C-LANA FP 8.2, Keap1 Nrf2 FP 0, Pemphigus Ab inh 112, V-ATPase pH 3, NSD2 inh 103*, Arr AP2 block -5, Cardiac RTF inh -1, DAGLB inh 3, CAL PDZ FP-1 -1.2 and CAL PDZ FP-2 -5.
Screening COc1cccc(Cn2cc(/C=N/NC(=O)c3cc(O)cc(O)c3)c3ccccc32)c1 returned C-LANA FP -0.9, Keap1 Nrf2 FP 4, Pemphigus Ab inh 98, V-ATPase pH 2, NSD2 inh 4, Arr AP2 block -1, Cardiac RTF inh -7, DAGLB inh 2, CAL PDZ FP-1 -1.2 and CAL PDZ FP-2 -1.
CCC(C(=O)OCC(=O)Nc1c(C)nn(-c2ccccc2)c1C)c1ccccc1 (centres undefined) was read as C-LANA FP -0.3, Keap1 Nrf2 FP -4, Pemphigus Ab inh 98, V-ATPase pH -4, NSD2 inh 18, Arr AP2 block 0, Cardiac RTF inh -5, DAGLB inh -1, CAL PDZ FP-1 -1.4 and CAL PDZ FP-2 6.
For CC(=O)c1cccc(S(=O)(=O)NC2CCCCCC2)c1 the results were C-LANA FP 1.0, Keap1 Nrf2 FP 1, Pemphigus Ab inh 104, V-ATPase pH -2, NSD2 inh -1, Arr AP2 block 0, Cardiac RTF inh -7, DAGLB inh -2, CAL PDZ FP-1 -0.5 and CAL PDZ FP-2 -1.
For CS(=O)(=O)N1CCN(c2ccc([N+](=O)[O-])c(NCc3ccccc3)c2)CC1 the results were C-LANA FP 1.7, Keap1 Nrf2 FP -5, V-ATPase pH 2, NSD2 inh -4, Arr AP2 block -6, Cardiac RTF inh 3, DAGLB inh 5, CAL PDZ FP-1 -0.7 and CAL PDZ FP-2 -3.
`O=C(CNC(=O)c1ccco1)NCC(=O)OCc1ccc(Cl)cc1` gave C-LANA FP -1.0, Keap1 Nrf2 FP 1, Pemphigus Ab inh 62, V-ATPase pH -3, NSD2 inh 2, Arr AP2 block 23, Cardiac RTF inh -6, DAGLB inh 2, CAL PDZ FP-1 -2.1 and CAL PDZ FP-2 -2.
CCN(CCCNC(=O)CCc1nc(-c2ccc(OC)cc2)no1)c1cccc(C)c1 was read as C-LANA FP 1.8, Keap1 Nrf2 FP -7, Pemphigus Ab inh 103, V-ATPase pH 4, Arr AP2 block 5, Cardiac RTF inh 2, DAGLB inh -2, CAL PDZ FP-1 0.6 and CAL PDZ FP-2 -5.

This is a subset (hit frequency here may not be typical).
